Source: PubChem
ARFGAP1 inh: inhibitors of rat ARFGAP1. inhibition, % at 16.5 µM. AID 651572. hit rate 0.26% among 360,000. Arfgap1-stimulated ARF1 GTP hydrolysis, GDP FP detection. Q62848;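 active = inhibition above a per-plate limit, mean inhibition of low control wells plus 3 SD, cut at about 25% in these data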;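 also: 0% = DMSO wells with enzyme and 100% = wells lacking Arfgap1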
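Assay system: purified rat His6-Arfgap1 residues 1-136 (GAP domain); Reagent: human Δ17 ARF1 bound to GTP; Dosing: 16.5 µM single point, 1.26% DMSO; Times: GTP hydrolysis reaction 2 h at 25 °C; Signal: FP, GDP Alexa 633 tracer displaced from anti-GDP antibody, 620/688 nm; Measure: % inhibition from polarization.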
rCAG RNA binder: r(CAG) repeat RNA binding; TO-PRO-1 dye displacement fluorescence; inhibition, % at 3 µM; hit rate 1.3% among 370,000; AID 651821;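 active = inhibition above the plate cutoff, the mean of all test compounds on that plate plus 3 SD, cut at about 35% in these data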;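 also: 0% = DMSO alone and 100% = 100 µM mitoxantrone as full dye displacement; higher means more dye released from RNA so lower well fluorescence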
NR1D1 modulator: Rev-erb alpha (human) modulation | Rev-erbα–FITC-DNA binding, fluorescence polarization, 90 min | P20393 | hit rate 0.79% among 370,000 | activity, % at 10 µM | AID 1259318;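 active = activity above about 14%, limit read from the data; passing the limit was not always enough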;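 also: 0% = DMSO wells with 35 nM protein and 100% = DMSO wells with 750 nM protein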
ASAP1 GAP inh: inhibitors of human ASAP1 ArfGAP activity | ASAP1-stimulated ARF1 GTP hydrolysis, GDP FP detection | hit rate 0.19% among 360,000 | inhibition, % at 16.5 µM | Q9ULH1; in the data active = inhibition above about 25%;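 also: 0% = vehicle with enzyme and substrate and 100% = no enzyme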
GC-A act: GC-A (human) enzyme activation; P16066; hit rate 0.14% among 370,000; HEK293 GC-A cells, cGMP TR-FRET, EC30 ANP; 0% at EC30 ANP, 100% saturating ANP; activation, % at 10 µM; in the data active = activation above about 40%
Target sequence (P16066 whole entry, looked up): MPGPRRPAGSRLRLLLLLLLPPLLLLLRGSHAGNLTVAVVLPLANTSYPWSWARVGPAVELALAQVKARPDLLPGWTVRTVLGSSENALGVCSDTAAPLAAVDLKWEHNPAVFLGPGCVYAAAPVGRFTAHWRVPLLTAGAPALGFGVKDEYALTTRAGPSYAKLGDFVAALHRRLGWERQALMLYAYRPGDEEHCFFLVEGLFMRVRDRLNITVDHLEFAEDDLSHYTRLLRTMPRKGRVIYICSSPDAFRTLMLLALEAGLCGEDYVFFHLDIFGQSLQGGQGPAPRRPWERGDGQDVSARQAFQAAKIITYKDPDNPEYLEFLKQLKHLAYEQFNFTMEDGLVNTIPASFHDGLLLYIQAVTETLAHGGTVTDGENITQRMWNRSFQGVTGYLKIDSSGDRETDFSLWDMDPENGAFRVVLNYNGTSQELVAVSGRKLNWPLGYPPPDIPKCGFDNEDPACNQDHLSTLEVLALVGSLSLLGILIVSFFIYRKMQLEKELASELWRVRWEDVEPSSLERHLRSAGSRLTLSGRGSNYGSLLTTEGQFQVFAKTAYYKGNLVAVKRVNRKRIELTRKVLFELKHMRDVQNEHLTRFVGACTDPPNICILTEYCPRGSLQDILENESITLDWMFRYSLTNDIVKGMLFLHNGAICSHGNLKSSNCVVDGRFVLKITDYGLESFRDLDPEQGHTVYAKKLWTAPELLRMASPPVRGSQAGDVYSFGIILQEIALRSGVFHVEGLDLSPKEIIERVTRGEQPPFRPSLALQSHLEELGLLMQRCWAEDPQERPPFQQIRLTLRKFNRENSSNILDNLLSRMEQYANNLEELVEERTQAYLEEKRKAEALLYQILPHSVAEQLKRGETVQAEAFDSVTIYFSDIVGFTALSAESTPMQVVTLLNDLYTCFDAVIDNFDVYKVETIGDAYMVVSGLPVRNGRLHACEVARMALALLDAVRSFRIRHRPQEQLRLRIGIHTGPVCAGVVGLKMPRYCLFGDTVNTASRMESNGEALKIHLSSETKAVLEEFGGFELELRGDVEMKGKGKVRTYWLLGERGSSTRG
HTRA1 inh: blocks human HTRA1 serine peptidase | Q92743 | recombinant HTRA1, FP-rhodamine activity-based probe, fluorescence polarization | inhibition, % at 5.96 µM | hit rate 0.5% among 340,000 | AID 504803; in the data active = inhibition above about 36%;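 also: 0% = enzyme with DMSO and 100% = wells lacking enzyme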
NPR2 activator: GC-B (human) receptor activation; P20594; HEK293-GC-B cells, CNP EC30, cGMP TR-FRET; 0% at EC30 CNP, 100% saturating CNP; activation, % at 10 µM; hit rate 0.11% among 370,000; AID 1920062;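 active = activation at 10 µM reaching about 35% in either raw or pattern-adjusted values, limit read from the data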
mABHD4 FP: ABHD4 (mouse) inhibition, primary FP screen. purified mABHD4, FP-Rh probe fluorescence polarization. inhibition, % at 8.92 µM. Q8VD66. hit rate 0.54% among 370,000;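 active = inhibition exceeding the mean over every tested compound plus 3 SD, cut at about 30% in these data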;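 also: 0% = plate median of compound wells and 100% = S159A mutant with DMSO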
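Material: mouse ABHD4 enzyme, wild type; Benchmarks: S159A mutant high control, sample median low control; Buffer or medium: HEPES pH 7.0, NaCl, Pluronic buffer; Signal: fluorescence polarization; Read-out: percent inhibition of probe binding, normalized to plate controls; Timing: pre-incubation 45 min, probe exposure 60 min, at 25 °C; Dosing: 8.92 µM, single dose.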
PG9 binder: small molecules binding HIV-1 gp120 antibody PG9; TR-FRET gp120-PG9 antibody binding; inhibition, % at 6.7 µM; hit rate 0.43% among 360,000; AID 624416; in the data active = inhibition above about 8.5%
SMARCA2 activ: SMARCA2 function activation, primary screen; MG213 cells, MMTV-luciferase reporter, dexamethasone, overnight; hit rate 1% among 370,000; activation, % at 9.1 µM; in the data active = activation above about 7.8%;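 also: 0% = vehicle wells and 100% = reference activator wells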
Active calls of the source: *; / = no result given.

Start of the listing, in advance, 3 compounds:
Below each SMILES – mABHD4 FP	GC-A act	NPR2 activator	ARFGAP1 inh	HTRA1 inh	ASAP1 GAP inh	NR1D1 modulator	SMARCA2 activ	rCAG RNA binder	PG9 binder
CCN(C(=O)CN1CCc2ccccc21)c1c(N)n(Cc2ccccc2)c(=O)[nH]c1=O
→ -6	6	4	12	20	-2	4	-5	9	-4.3
C=CCNC(=S)N/N=C/c1ccc(-c2ccc(Br)cc2)o1
→ 6	4	-2	-2	-3	-3	-6	1	9	1.9
CC1=C(C(=O)OCc2ccc3c(c2)OCO3)C(c2ccc(Cl)cc2)NC(=O)N1 (configuration not stated)
→ -2	-8	-1	16	-39	-5	8	-8	-4	0.8

The listing, from the first entry:
Below each SMILES – mABHD4 FP	GC-A act	NPR2 activator	ARFGAP1 inh	HTRA1 inh	ASAP1 GAP inh	NR1D1 modulator	SMARCA2 activ	rCAG RNA binder	PG9 binder
CCN(C(=O)CN1CCc2ccccc21)c1c(N)n(Cc2ccccc2)c(=O)[nH]c1=O
→ -6	6	4	12	20	-2	4	-5	9	-4.3
C=CCNC(=S)N/N=C/c1ccc(-c2ccc(Br)cc2)o1
→ 6	4	-2	-2	-3	-3	-6	1	9	1.9
CC1=C(C(=O)OCc2ccc3c(c2)OCO3)C(c2ccc(Cl)cc2)NC(=O)N1 (configuration not stated)
→ -2	-8	-1	16	-39	-5	8	-8	-4	0.8
CC(=O)OCCCCCCCCCCC[N+]1(C)CCCCC1
→ -1	1	1	8	8	6	7	-6	-6	0.5
Cc1ccc(CS(=O)Cc2ccc(C(=O)NCCc3ccccc3)o2)cc1 (configuration not stated)
→ -2	1	3	6	-2	3	3	-1	-9	-0.3
Cc1ccc(NS(=O)(=O)c2ccc(C(=O)NCCN3CCOCC3)cc2)cc1
→ -5	-1	-4	-15	5	-8	-8	-3	3	-0.6
O=Cc1c[nH]c2ccc(S(=O)(=O)N3CCCCC3)cc12
→ 1	4	2	6	-5	-9	2	-3	2	0.8
COc1ccc(C(c2nnnn2C2CCCC2)N2CCc3ccccc3C2)cc1OC (configuration not stated)
→ 0	-18	-21	-8	-9	1	-2	-1	-6	-1.4
c1ccc(OCc2nn3c(-c4ccco4)nnc3s2)cc1
→ 0	-1	2	0	1	-7	13	-3	3	-0.8
CC(Oc1ccc(Br)cc1)C(=O)NC1CCN(Cc2ccccc2)CC1 (configuration not stated)
→ 3	-13	-15	-6	-1	-1	-1	-2	-8	-0.8
CN(C)S(=O)(=O)c1ccc(F)c(C(=O)Nc2ccccc2C(=O)NC2CC2)c1
→ -2	-1	5	16	-5	2	3	2	1	-0.1
COc1ccc(CN(C)C(=O)c2ccc(NS(=O)(=O)c3ccc(C)c([N+](=O)[O-])c3)cc2)c(OC)c1OC
→ 0	2	0	3	4	-15	3	-2	21	2.5
COc1ccc(C(=O)OCC(=O)c2ccc3c(c2)NC(=O)CO3)cc1[N+](=O)[O-]
→ 3	-2	-3	-1	10	8	-11	4	0	-1.1
CN(CCO)S(=O)(=O)c1ccc2c(c1)C(=O)c1cc(S(=O)(=O)N(C)CCO)ccc1-2
→ 2	1	-2	-6	-5	-6	5	5	5	-0.4
COc1ccc(C(=O)NCc2ccc3c(c2)OCO3)cc1
→ 0	1	2	14	5	2	-7	-1	-4	0.5
O=C1COc2ccc(C(=O)COC(=O)c3ccccc3Cl)cc2N1
→ -2	11	1	-9	-7	9	3	1	1	28*
COc1ccccc1S(=O)(=O)Cc1ccc(C(=O)NCc2cccnc2)o1
→ 1	3	1	4	3	-2	-2	0	1	-0.3
O=C1N(c2cccc(Cl)c2)C(c2ccc(Cl)cc2)N2CCCN12 (configuration not stated)
→ 3	-25	-20	-3	-3	19	-1	0	-3	0.4
Cc1ccc(S(=O)(=O)N(C)CC(=O)Nc2cc(C)ccn2)cc1
→ -1	-2	-2	10	-2	2	10	3	-3	-0.7
Cc1ccccc1NS(=O)(=O)c1ccc(C(=O)NCC(C)(C)N2CCOCC2)cc1
→ -2	1	3	-5	3	4	-5	-2	1	-2.4
COc1ccccc1C(=O)NC(CCSC)C(=O)OCC(=O)N1CCN(S(=O)(=O)c2ccc(C)cc2)CC1 (configuration not stated)
→ 2	-2	-5	4	-7	4	0	-4	2	-0.2
C=C(C)C1CC=C(C)/C(=N\NC(=O)CCc2ccccc2)C1 (configuration not stated)
→ 3	0	7	14	-2	-8	2	-1	-3	1.0
CC(C)c1ccc(/C=N/n2cnnc2)cc1
→ -4	-1	5	0	3	2	-5	0	1	-0.1
COc1ccc(CN(C)C(=O)CNC(=O)c2ccc3ccccc3c2)c(OC)c1
→ -14	2	0	-1	-9	7	-1	-4	0	-2.4
COc1cccc(/C=C/C(=O)Nc2ccc(OC)nc2)c1
→ -2	-2	-1	-1	-16	1	-1	2	-2	-2.9
COC(=O)c1ccc2c(c1)nc(C)n2CCO
→ -6	0	3	-8	6	11	-2	0	-2	-1.7
Cc1onc(-c2ccccc2)c1C(=O)Nc1nc(-c2cc(F)ccc2F)cs1
→ -2	-3	0	-1	5	-2	55*	3	2	52*
COc1ccc([N+](=O)[O-])cc1NC(=O)Cc1noc2ccccc12
→ 0	4	8	-16	3	-10	-4	0	0	-2.5
Cc1ccc(SCCOCCN2CC(C)OC(C)C2)cc1 (configuration not stated)
→ 0	1	4	14	-1	-6	2	3	-5	-1.4
O=C(NCc1ccccn1)C1CC(c2ccccc2O)=NO1 (configuration not stated)
→ 0	2	-1	-10	3	-2	-3	-4	-2	-0.4
CN(C1CCCCC1)S(=O)(=O)c1ccc(S(=O)(=O)N(CC(=O)Nc2ccccc2)C2CC2)cc1
→ -5	-1	-2	-2	-39	-8	1	-4	0	0.9
CC1(C)OC(=O)C2=C(C[C@@H](CCc3ccccc3)O[C@H]2CCc2cccc(Cl)c2)O1
→ -2	3	-2	8	/	-8	0	-1	4	1.2
O=c1nc(SCc2c(F)cccc2Cl)nc(-c2ccc(Cl)cc2)[nH]1
→ -14	1	2	-8	-4	0	1	-1	16	-1.2
CC1(/[N+]([O-])=C\c2ccccc2F)CCCCC1=O (configuration not stated)
→ 5	4	-2	-9	5	-9	-3	0	-3	0.7
CCOC(=O)C(O)(NC(=O)c1cccnc1)C(F)(F)F (configuration not stated)
→ 3	0	10	-18	1	-8	2	2	-1	-0.1
O=C(Nc1ccc(Cl)cc1)N[C@@H]1c2c(ccc3ccccc23)OC[C@@H]1CO
→ -57	-3	-2	5	-53	13	1	-1	4	-0.1
COc1ccc(NC(=O)NCc2ccccc2F)cc1OC
→ 3	7	4	7	1	-3	3	-3	-3	-0.5
O=[N+]([O-])c1ccc(CS(=O)(=O)c2ncn[nH]2)cc1
→ -1	2	4	-8	7	4	3	-1	-2	-2.8
CCCSc1ncnc2c1oc1ccccc12
→ /	-6	-6	/	3	/	-2	/	/	/
CCn1c(COc2ccc(C)cc2)nnc1SCC(=O)NNC(=O)c1ccc(OC)cc1
→ 3	4	-2	-3	2	-9	-3	2	-9	-0.4
Cc1[nH]nc2c1C(c1cnn(C)c1)C(C#N)=C(N)O2 (configuration not stated)
→ 5	5	0	8	4	-12	-9	-3	1	2.1
COc1ccc(C(=O)O)cc1S(=O)(=O)N1CCN(Cc2ccc3c(c2)OCO3)CC1
→ 3	1	0	10	2	4	6	3	4	-3.1
CCOc1cc(C(=O)NC(C)C2CC3CCC2C3)cc(OCC)c1OCC (configuration not stated)
→ 6	-2	5	-6	/	-9	-3	-3	-7	-2.8
Cc1cc(C)c2cc(C)c3nnc(SCC(=O)NCc4ccc5c(c4)OCO5)n3c2c1
→ 0	-20	-18	-15	3	-1	6	1	-3	-2.4
O=C(Nc1ccc(Cl)c(Cl)c1)c1cccnc1
→ 2	-2	-3	7	-1	8	2	2	0	1.4
CCN1CCN(c2cc(C)c3cc(NC(=S)N4CCCC(C)C4)ccc3n2)CC1 (configuration not stated)
→ 1	-1	-2	3	13	18	6	-4	-10	-2.2
CC(OCC(O)CNCC1COc2ccccc2O1)c1ccc(Cl)cc1 (configuration not stated)
→ 16	0	-10	8	1	7	7	-1	-10	0.3
COc1ccc(S(=O)(=O)N2CCOCC2)cc1NC(=O)c1ccc(OC(F)F)cc1
→ -1	-1	3	10	-10	-7	-3	-2	2	-0.7
O=C(OCC(=O)N1CCC(Cc2ccccc2)CC1)c1ccccc1F
→ -6	6	3	-2	-4	-2	-8	-1	0	2.4
COC(=O)[C@H](CCSC)NC(=O)Nc1cccc(Br)c1
→ -12	-1	1	0	-3	5	-2	-2	1	-3.6

Carrying on:
Below each SMILES – mABHD4 FP	GC-A act	NPR2 activator	ARFGAP1 inh	HTRA1 inh	ASAP1 GAP inh	NR1D1 modulator	SMARCA2 activ	rCAG RNA binder	PG9 binder
COn1c(SC2CCCCC2)nc2ccccc2c1=O
→ 7	-4	6	-9	-2	74*	1	-2	-1	-2.6
CCOC(=O)Cn1nnc(-c2ccc([N+](=O)[O-])cc2)n1
→ -9	-3	0	15	4	3	-3	-3	-3	-0.3
CC1=C(C(=O)Nc2ccccc2C)C(c2ccc(C)o2)C2=C(CCCC2=O)N1 (configuration not stated)
→ 9	-24	-12	6	13	5	-3	-2	-2	0.6
Nc1ccc(SCC(=O)Nc2cccc([N+](=O)[O-])c2)cc1
→ -3	3	0	6	-2	-3	4	0	2	-0.3
COc1ccc(-c2ccc(NS(=O)(=O)c3cccc([N+](=O)[O-])c3)cc2)nn1
→ -3	-9	-4	0	1	13	-5	-3	21	-1.6
CCOC(=O)c1c(C)n(CCNC(C)=O)c2ccc(OC)cc12
→ -2	-3	-7	9	-2	-1	-4	5	-2	-0.9
CC1CCCN(c2c([N+](=O)[O-])cc(C(=O)O)cc2[N+](=O)[O-])C1 (configuration not stated)
→ 24	1	0	-8	-12	-4	1	-4	17	-0.3
O=C(Nc1nccs1)C1(c2ccc(Cl)cc2)CC1
→ 3	-10	0	9	3	-2	0	2	-4	-2.1
Cc1cc(C(=O)COC(=O)c2nn(C)c(=O)c3ccccc23)c(C)n1C
→ 1	2	5	-2	4	-6	-16	-1	5	0.7
c1ccc(COc2ccc(OCCCn3cncn3)cc2)cc1
→ 2	1	0	-10	4	-10	-4	0	-4	-2.0
CCC1COCCS(=O)(=O)N1Cc1ccc(F)cc1 (configuration not stated)
→ 1	2	3	0	-2	6	1	1	-4	0.1
COc1ccc(OC)c(/C=N\NC(=O)c2ccc(COc3ccc(C)cc3[N+](=O)[O-])o2)c1
→ 0	-3	1	12	-13	5	-2	1	3	-2.6
CCC1=C(c2cc(OC)c(OC)c(OC)c2)C2(CCCC2)C(=O)O1
→ 3	11	17	4	-9	-5	5	1	-10	-1.9
OCCNc1c2ccccc2nc2ccccc12
→ -1	10	-1	0	-8	-5	-3	4	3	-1.6
CC(O)(c1ccccc1)c1nc(-c2ccc3c(c2)OCO3)cs1 (configuration not stated)
→ -19	2	5	-3	/	-1	1	-3	3	0.3
O=C(Nc1cccc2c1CCCC2)c1ccc(Br)o1
→ -3	11	-8	-2	5	-1	9	-3	-1	0.7
Cc1ccccc1Oc1cc(NC(=O)Cn2cnc([N+](=O)[O-])c2)cc([N+](=O)[O-])c1
→ -12	-6	-6	6	-33	11	0	-4	22	0.5
Cn1cc(CNC(=O)CC2C(=O)NCCN2CC(C)(C)C)cn1 (configuration not stated)
→ 4	-1	6	0	0	-3	0	-4	-3	-0.9
